# AmpC inh detg: inhibitors of E. coli AmpC beta-lactamase with detergent; P00811; AmpC hydrolysis of nitrocefin, absorbance 480 nm, 0.01% Triton; Potency, µM (top dose mostly 114 µM), for inactives: at the highest dose activity change, negative = inhibition, usual class: inhibitors; 0.041% of 370,000 active; AID 485294;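 note: potency is the fitted concentration of half-maximal effect; 0% = no-compound wells and -100% = no-enzyme wells; nearly all actives have a fitted effect of over 25% in size; some results filed as inactive show a strong effect at the top dose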
# Target sequence (P00811 whole entry, looked up): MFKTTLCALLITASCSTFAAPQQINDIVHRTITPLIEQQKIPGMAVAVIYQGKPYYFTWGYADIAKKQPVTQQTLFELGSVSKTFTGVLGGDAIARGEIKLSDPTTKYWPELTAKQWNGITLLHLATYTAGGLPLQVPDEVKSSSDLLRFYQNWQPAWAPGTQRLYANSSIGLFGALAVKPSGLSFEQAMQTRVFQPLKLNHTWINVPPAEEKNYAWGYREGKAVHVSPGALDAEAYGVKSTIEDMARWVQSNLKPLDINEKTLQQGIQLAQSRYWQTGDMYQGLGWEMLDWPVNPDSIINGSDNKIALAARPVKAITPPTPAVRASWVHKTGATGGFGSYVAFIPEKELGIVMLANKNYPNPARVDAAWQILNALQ
#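 AmpC (5.3 nM in the dispensed reagent) in 20 mM phosphate pH 7.0 with 0.01% (detergent screen) or 0.0001% Triton X-100 was preincubated with compounds for 15 min at room temperature. Nitrocefin was then added from an 800 uM solution, and hydrolysis was followed at 480 nm.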
# HCMV inh: human cytomegalovirus inhibition; HFF cells, HCMV-luciferase reporter, 72 h; stronger effect = lower value; activity change, negative = inhibition, % at 57.5 µM; 4.5% of 410,000 active; in the data active = activity change below about -60%; inconclusive = no clear call, values can overlap the other calls; inactive = above about -39%
#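 Human foreskin fibroblasts infected with luciferase-reporter HCMV at MOI 1 PFU/cell, compounds at two doses. Luciferase measured 72 h post infection; normalized to buffer-only basal and Salinomycin (10uM) controls.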
# Sm TGR inh: S. mansoni TGR enzyme inhibition. Q962Y6. purified TGR, DTNB reduction, TNB absorbance 405 nm. Potency, µM (series often up to 114 µM), for inactives: top-dose activity change, negative = inhibition, usual class: inhibitors. 3% of 360,000 active; note: potency is the fitted concentration of half-maximal effect; nearly all actives have a fitted effect of over 60% in size
#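 Kinetic colorimetric format: TGR-catalysed, NADPH-driven DTNB reduction monitored via TNB absorbance. Enzyme dispensed at 20 nM; compound exposure 15 min at room temperature before reaction start.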
# AmpC inh no detg: blocks E. coli AmpC beta-lactamase in detergent-free assay. AmpC nitrocefin hydrolysis, absorbance 480 nm, 0.0001% Triton. AID 485341. 0.52% of 330,000 active. Potency, µM (top dose mostly 57.1 µM), for the others: top-dose activity change, negative = inhibition, most hits filed as inhibitors. P00811;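 note: potency is the fitted concentration of half-maximal effect; plate controls were no compound for no effect and no enzyme for full effect; nearly all actives have a fitted effect of over 20% in size; some results filed as inactive show a strong effect at the top dose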
#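 20 mM phosphate pH 7.0 + 0.01% (detergent screen) or 0.0001% Triton X-100; 5.3 nM AmpC reagent; cpd preinc 15 min RT; nitrocefin (800 uM stock) to start; A480 q20 s × 4 min; Activity was normalised to no-enzyme and no-compound control wells.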
# AMA1-RON2 inh: inhibitors of Plasmodium falciparum AMA1-RON2 interaction | Potency, µM (titrated, usually from 58.2 µM), inactives show at the highest dose activity change, negative = inhibition, actives largely listed as inhibitors | AlphaScreen AMA1-biotinylated RON2 peptide binding | 0.2% of 360,000 active;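 note: potency is the fitted concentration of half-maximal effect; 0% = vehicle wells and -100% = peptide control; nearly all actives have a fitted effect of over 45% in size; some results filed as inactive show a strong effect at the top dose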
#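 AMA1 (3D7) with his tag at 25 nM final met compounds first, then biotinylated RON2 peptide at 25 nM; detection used donor plus acceptor beads, 10 µg/mL apiece, read by AlphaScreen after 30 min at room temperature.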
# Tb PYK inh: inhibitors of Trypanosoma brucei pyruvate kinase | Potency, µM (top dose mostly 76.8 µM), without a hit: at the top dose activity, negative = inhibition, actives largely listed as inhibitors | TbPYK enzyme, Kinase-Glo Plus ATP luminescence, 45 min | Q57TT1 | 0.12% of 410,000 active; note: potency is the fitted concentration of half-maximal effect; nearly all actives have a fitted effect of over 50% in size
#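 Quantitative HTS: titrated library compounds versus trypanosomal pyruvate kinase in TEA buffer (pH 7.2) containing KCl, MgCl2, BSA and Tween-20. Reactions were initiated with ADP, 130 uM final. Kinase-Glo Plus luminescence was read after 45 min at RT.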
# LmPK inh: blocks Leishmania mexicana pyruvate kinase activity. purified LmPK, Kinase-Glo ATP luminescence, 1 h. Potency, µM (top dose mostly 57.5 µM), for the others: at the top dose activity change, negative = inhibition, actives largely listed as inhibitors. 0.37% of 290,000 active. AID 1721; note: potency is the fitted concentration of half-maximal effect
# Target sequence (Q27686 whole entry, looked up): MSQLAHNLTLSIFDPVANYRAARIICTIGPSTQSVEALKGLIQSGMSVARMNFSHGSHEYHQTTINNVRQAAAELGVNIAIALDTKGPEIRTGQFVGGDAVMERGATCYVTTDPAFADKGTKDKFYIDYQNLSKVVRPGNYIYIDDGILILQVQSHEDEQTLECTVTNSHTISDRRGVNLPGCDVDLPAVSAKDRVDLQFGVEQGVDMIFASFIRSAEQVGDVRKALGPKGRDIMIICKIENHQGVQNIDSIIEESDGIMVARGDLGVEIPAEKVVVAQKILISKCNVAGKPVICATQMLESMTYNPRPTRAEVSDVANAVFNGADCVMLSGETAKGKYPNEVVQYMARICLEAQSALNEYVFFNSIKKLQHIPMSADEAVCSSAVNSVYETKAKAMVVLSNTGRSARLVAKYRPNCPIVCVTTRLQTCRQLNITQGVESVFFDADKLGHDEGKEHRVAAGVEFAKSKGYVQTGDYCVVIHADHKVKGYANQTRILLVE
#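 0.1 nM LmPK, 0.5 mM PEP, 0.1 mM ADP; 50 mM imidazole pH 7.2, 7 mM MgCl2, 50 mM KCl; 1 h RT. Kinase-Glo luminescence readout, normalized to no-enzyme (full inhibition) and uninhibited wells.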
# An asterisk follows results filed as active; ? = inconclusive; . = not tested or not shown; & = joins results of further samples; [ ] = another dose, or the depositor's remark. Unless noted, calls come from the whole dose curve; as a rule, active = well fitted curve in the direction sought with a large enough effect; inconclusive = small, poorly fitted or top-dose-only effect, or another doubt; inactive = no such curve, though single readings can be large; an effect the other way counts as inactive or inconclusive. Unless noted, % is set by controls: 0 for no effect and ±100 for the full control effect.
canonical_smiles	AmpC inh detg	HCMV inh	Sm TGR inh	AmpC inh no detg	AMA1-RON2 inh	Tb PYK inh	LmPK inh
COc1ccc(-c2cc(OC(=O)c3cccc(C)c3)c3c(C)oc(C)c3c(=O)c2)cc1	4.8%	11.9	12.6µM*	.	.	-5.8%	.
Cc1ccc(C)c(S(=O)(=O)N2CCCC2CNC(=O)C(=O)NC2CCCCCC2)c1 (stereo not given)	-1.4%	-19.1	0.6%	-11.7%	-3.0%	1.3%	.
CCNC(=O)/C(C#N)=C/c1c(N2CCN(c3ccc(OC)cc3)CC2)nc2c(C)cccn2c1=O	-5.9%	-20.4	-4.5%	81.0%[activator]	-22.4%	-13.0%	-1.1%
COc1ccc(Cc2nccc3cc(OC)c(OC)cc23)cc1OC	-0.1%	-76.5*	-0.4%	35.3%	-4.2%	-2.8%	3.2%
COc1ccccc1OCC(=O)n1cc(C(=O)c2cc(Cl)cc(Cl)c2O)cn1	-1.7%	1.8	-15.0%	-27.6%	1.0%	6.2%	0.3%
O=C(C[C@H]1C/C=C\CC[C@H](Cc2ccc(F)cc2)C(=O)OC[C@H]2CCCN2C1=O)N[C@@H](CO)Cc1ccccc1	.	21.6	.	261.3%[activator]	-1.6%	2.3%	.
CCOc1ccccc1CNn1nnnc1N	-12.7%	13.2	-2.2%	-14.1%	-8.6%	-10.8%	-3.0%
NC(=O)c1ccc(NC(=O)CSc2nnc(C3CC3)n2C2CC2)cc1	.	-31.3	.	-21.7%	-7.5%	3.6%	.
O=C(N/N=C1/C(=O)c2cccc3cccc1c23)c1ccc(Cl)cc1	-6.2%	20.4	-43.8%	-14.4%	-5.7%	0.3%	3.4%
Cc1scc(C(=O)NNC(=S)NC(C)c2ccccc2)c1C (stereo not given)	-2.3%	-77.6*	0.8%	-6.1%	26.6%	-3.8%	5.0%
N/C(=N\OC(=O)c1ccc(Cl)cc1)c1nonc1N	5.1%	8.0	5.0%	-29.3%	-2.2%	-17.9%	12.6µM*
O=C(CCN1CCc2ccccc2C1)Nc1ccccc1F	?	27.2	1.1%	-22.5%	7.3%	2.1%	-0.4%
CCc1nc2ccccc2c(C(=O)OCC(=O)N2CC(C)OC(C)C2)c1C (stereo not given)	-10.4%	-13.3	-7.8%	?	7.5%	-12.3%	.
Cc1cc([N+](=O)[O-])ccc1NC(=O)C(C)N1CCN(c2ccccn2)CC1 (stereo not given)	-1.2%	?	-1.3%	9.4%	-0.2%	-0.3%	-2.0%
O=C(COc1ccccc1F)NCCc1ccc2c(c1)OCCO2	.	30.7	.	-7.7%	-8.4%	-4.6%	.
Cn1c(=O)c2sccc2n2c(CCC(=O)NCc3ccc(Cl)cc3)nnc12	-0.4%	-4.5	-2.6%	.	.	0.4%	.
COc1ccc(N(C)S(=O)(=O)c2cccc(C(=O)OC(C)C(=O)NC3CCCCC3C)c2)cc1 (stereo not given)	-16.8%	-14.6	-4.3%	29.3%	10.4%	0.1%	.
COc1ccccc1CCNC(=O)CCn1c(=O)c2cccn2c2ccc(F)cc21	-5.3%&9.8%	?	?	-14.9%	-9.8%	0.0%&-4.5%	-8.0%
Cc1csc2ncc(C(=O)NCc3ccco3)c(=O)n12	-12.5%	-25.7	44.7µM*	-20.7%	-17.8%	-1.7%	1.7%
COc1cccc(CN2c3ccccc3-c3nc(SCC(=O)Nc4cccc(C)c4)ncc3S2(=O)=O)c1	-3.9%	-21.4	-4.8%	.	.	-0.7%	.
O=C(CNC1CCCCC1)Nc1ccc(Cl)cc1	-15.4%	8.6	-18.7%	-13.9%	-0.9%	1.6%	6.7%
Cc1cn(C(=O)C(C)N2C(=O)c3ccccc3C2=O)c(C)n1 (stereo not given)	0.3%	27.5	9.1%	-11.5%	4.0%	0.0%	0.8%
CN(C)S(=O)(=O)c1ccc2oc(SCC(=O)NCC(F)(F)F)nc2c1	3.5%	12.1	19.9%	-17.9%	4.6%	-6.0%	0.2%
CCCC(=O)Nc1ccc(-c2ccc(NC(=O)CCC)cc2)cc1	-20.7%	-15.8	-4.1%	-17.9%	1.9%	1.4%	-0.3%
Cc1cc(NC(=O)CSCC(=O)N2CCN(c3ccccc3)CC2)no1	.	-5.4	.	-16.2%	-8.6%	3.0%	.

# Two entries from above in a different format.
CN(C)S(=O)(=O)c1ccc2oc(SCC(=O)NCC(F)(F)F)nc2c1
  AmpC inh detg: 3.5%
  HCMV inh: 12.1
  Sm TGR inh: 19.9%
  AmpC inh no detg: -17.9%
  AMA1-RON2 inh: 4.6%
  Tb PYK inh: -6.0%
  LmPK inh: 0.2%

COc1ccc(N(C)S(=O)(=O)c2cccc(C(=O)OC(C)C(=O)NC3CCCCC3C)c2)cc1 (stereo not given)
  AmpC inh detg: -16.8%
  HCMV inh: -14.6
  Sm TGR inh: -4.3%
  AmpC inh no detg: 29.3%
  AMA1-RON2 inh: 10.4%
  Tb PYK inh: 0.1%
  LmPK inh: .

# The main list resumes, starting 2 compounds before the break.
smiles | AmpC inh detg | HCMV inh | Sm TGR inh | AmpC inh no detg | AMA1-RON2 inh | Tb PYK inh | LmPK inh
CCCC(=O)Nc1ccc(-c2ccc(NC(=O)CCC)cc2)cc1 | -20.7% | -15.8 | -4.1% | -17.9% | 1.9% | 1.4% | -0.3%
Cc1cc(NC(=O)CSCC(=O)N2CCN(c3ccccc3)CC2)no1 | . | -5.4 | . | -16.2% | -8.6% | 3.0% | .
Cc1cc(N)ccc1-c1cc2ccccc2oc1=O | -13.6% | 10.7 | -4.1% | -14.3% | 10.7% | -1.1% | -2.9%
Cc1c(NS(=O)(=O)c2cccc(C(=O)NCc3ccncc3)c2)c(=O)n(-c2ccccc2)n1C | -9.5% | -34.9 | 4.4% | -9.5% | 3.3% | -13.9% | 7.4%
CCOC(=O)c1c(NC(C)=O)c2c3c(sc2n1Cc1nc(-c2ccc(Cl)cc2)oc1C)CCCC3 | -5.4% | ? | 2.6% | . | . | -0.2% | .
Cc1nc(NC(=O)c2cccnc2Cl)sc1C | . | 189.8 | . | . | -0.9% | -2.8% | .
CCOC(=O)C1CCCN(C(=O)CSc2nnnn2C)C1 (stereo not given) | . | -19.6 | . | -17.6% | -3.6% | 1.2% | .
CC(C)c1nc(Cl)c(C#N)c2c1COC(C)(C)C2 | 1.2% | 23.3 | 1.6% | 0.7% | 0.3% | 2.9% | 4.1%
Cc1c(C(=O)O)oc2c(F)cccc12 | -5.1% | -23.8 | -9.5% | -33.3% | 0.8% | -0.2% | 0.1%
Cc1ccc(-c2cc(C(=O)NC3CCN(Cc4ccccc4)CC3)c3ccccc3n2)cc1 | ? | -0.8 | -2.1% | -32.5% | -21.1% | -2.3% | .
O=C(CCN1C(=O)C2CC=C(Cl)CC2C1=O)NCc1ccccc1 (stereo not given) | 0.5% | -10.8 | -0.1% | -8.1% | 9.8% | 1.9% | -1.3%
O=S(=O)(c1ccc(F)cc1)N1CCN(CC(O)COCc2ccccc2)CC1 (stereo not given) | . | -9.3 | . | . | -5.6%[11.6 µM] | 2.0% | .
Cc1cc(C(=O)N2CCCC(N3CCN(c4ccccc4C)CC3)C2)no1 (stereo not given) | . | -16.8 | . | . | -1.5% | -3.0% | .
COc1ccc(CN2C=C3C(=O)C(C)(OC(=O)C4CCCC4)C(=O)C=C3C=C2c2ccsc2)cc1 (stereo not given) | 3.8% | -0.3 | -6.1% | 30.2% | -26.6% | -9.6% | 1.5%[11.5 µM]
CCc1cccc(C)c1NC(=O)CCOc1ccccc1 | 3.3% | -23.7 | 4.2% | -4.3% | 19.4% | 11.3% | 2.2%
S=c1nc(-c2ccc(Cl)cc2)[nH][nH]1 | -2.3% | 12.8 | 1.8% | -24.4% | 65.7%[activator] | ? | -1.6%
CCCc1n[nH]c2c1/C(=N\O)CCC2 | 2.4% | -27.3 | 2.8% | -12.7% | -0.9% | 7.8% | 0.5%

# Going on with the list:
smiles | AmpC inh detg | HCMV inh | Sm TGR inh | AmpC inh no detg | AMA1-RON2 inh | Tb PYK inh | LmPK inh
CCCS(=O)(=O)N1CCN(Cc2ccc(OCc3ccccc3)c(OC)c2)CC1 | . | ? | . | . | -15.7% | 30.2%[activator] | .
Cc1ccc2cc(NC(=O)c3ccccc3)ccc2n1 | -4.7% | 84.9 | -3.0% | -25.9% | -9.1% | -3.7% | -18.1%
COc1ccc(NC(=O)c2cc(-c3cc(C)ccc3O)n[nH]2)cc1Cl | ? | 16.8 | 4.4% | -37.5% | 79.4%[activator] | 2.0% | 3.2%
COC(=O)C1CCCN1S(=O)(=O)c1ccccc1NC(=O)c1cc(OC)c(OC)c(OC)c1 (stereo not given) | -5.5% | 82.7 | -12.1% | 94.7%[activator] | -0.5% | 1.0% | 2.1%
Cn1c(=O)n(Cc2ccc(F)cc2)c(=O)c2c1nc1n2CCCN1Cc1ccccc1 | 1.4% | -15.4 | -0.3% | 3.0% | -0.1% | -4.8% | 7.5%
CC(=O)NC1C(OCc2ccccc2)OC(CO)C(OC(C)=O)C1OC(C)=O (stereo not given) | -8.5% | 15.0 | -0.4% | -1.7% | 0.8% | 0.0% | -0.9%
CCC(C(=O)NCCc1ccc(OC)c(OC)c1)n1nc(C)c2sc3ccccc3c2c1=O (stereo not given) | -0.7% | -9.5 | -2.6% | . | . | 1.7% | .
COc1cc(C(=S)N2CCOCC2)ccc1O | 8.4% | -24.1 | 6.2% | -19.3% | -3.6% | 3.2%&-17.4% | -3.0%
C/C=C(/C)C(=O)Nc1cccc(C2=NOC3(C2)C[C@@H](C(N)=O)N(C(=O)CCCCC)C3)c1 (stereo not given in full) | -1.9% | -4.4 | 0.0% | 61.8%[activator] | 10.2% | 3.3% | -1.5%
CN(C(=O)CN1C(=O)S/C(=C\c2ccc(F)cc2)C1=O)C1CCS(=O)(=O)C1 (stereo not given) | -9.8% | -4.6 | -0.8% | 36.6% | -4.0% | -0.1% | 5.5%
CCc1ccc2c(c1)C(NC(C)=O)C(=O)N2CCN1CCOCC1 (stereo not given) | -5.4% | 76.8 | 89.1µM* | 14.5% | 11.5% | -22.6% | -6.5%
